# PHOSPHO1 inh = blocks human PHOSPHO1 phosphatase activity; Q8TCT1; inhibition, % at 13.3 µM; recombinant PHOSPHO1, absorbance phosphatase assay; 1.1% of 290,000 active; in the data active means inhibition above about 60%
# Target sequence (Q8TCT1 whole entry, looked up): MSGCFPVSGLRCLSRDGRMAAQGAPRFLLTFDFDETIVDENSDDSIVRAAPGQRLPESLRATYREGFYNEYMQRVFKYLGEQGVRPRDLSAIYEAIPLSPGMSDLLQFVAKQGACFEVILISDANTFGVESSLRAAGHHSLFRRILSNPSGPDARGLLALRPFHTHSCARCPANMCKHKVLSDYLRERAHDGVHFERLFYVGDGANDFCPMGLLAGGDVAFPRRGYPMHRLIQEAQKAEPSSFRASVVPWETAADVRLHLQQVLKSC
# MEKK2mut PB1 HTS = signal of MEK5 binding to mutant human MEKK2 PB1 domain. bead flow cytometry, Alexa488-MEK5 binding to MEKK2 mutant. percent response, % at 10 µM. 0.35% of 290,000 active. AID 1530; in the data active means percent response above about 24%, passing the limit was not always enough; further: inactives centre near 1; some results filed as inactive read as strong as hits; reference of the scale not given here
# FID counter = displaces DNA intercalator in HCV helicase counter-screen. DNA fluorescent intercalator displacement, fluorescence. inhibition, % at 7.9 µM. 0.17% of 290,000 active; in the data active means inhibition above about 37%;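 further: 0% = vehicle and 100% = reference compound; higher means more ethidium bromide displaced from hairpin DNA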
# GPR7 antag = blocks human GPR7 receptor signaling; P48145; GPR7-expressing cells, fluorescence antagonist assay; inhibition, % at 4.4 µM; 1.1% of 290,000 active; AID 1861; in the data active means inhibition above about 16%, passing the limit was not always enough;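 further: cells stimulated with the agonist NPW; 0% = agonist with vehicle and 100% = vehicle without agonist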
# Target sequence (P48145 whole entry, looked up): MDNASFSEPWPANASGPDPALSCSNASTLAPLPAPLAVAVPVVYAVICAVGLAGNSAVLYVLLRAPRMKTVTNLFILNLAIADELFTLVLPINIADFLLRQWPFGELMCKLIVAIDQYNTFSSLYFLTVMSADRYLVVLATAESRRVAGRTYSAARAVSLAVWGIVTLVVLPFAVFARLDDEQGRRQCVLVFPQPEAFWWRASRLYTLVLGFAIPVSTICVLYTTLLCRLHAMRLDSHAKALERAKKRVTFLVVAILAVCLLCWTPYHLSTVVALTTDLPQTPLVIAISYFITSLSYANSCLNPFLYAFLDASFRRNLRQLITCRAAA
# M18AAP inhibitor = PfM18AAP enzyme inhibition. recombinant PfM18AAP, H-Glu-NHMec fluorogenic cleavage. inhibition, % at 7.35 µM. 1.2% of 290,000 active;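 active means inhibition above the campaign mean inhibition over all tested compounds plus 3 SD, cut at about 28% in these data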;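 further: 0% = plate median of test compound wells and 100% = 2 mM ZnCl2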
# MEKK3 PB1 HTS = MEKK3-MEK5 PB1 interaction, increase or decrease; bead-based flow cytometry, Alexa488-MEK5 binding to MEKK3; actives lie on both sides; 0 = blocked by unlabeled MEK5, 100 = vehicle; binding response (% of control), % at 10 µM; AID 1529; 1.4% of 290,000 active;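 active means binding response more than 3 SD above or below the average of its plate-row segment, actives on both sides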;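 further: Alexa488 bead fluorescence after subtracting the streptavidin-only scavenger bead signal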
# MEKK2 WT-MEK5 = raises or lowers MEK5 binding to wildtype human MEKK2 PB1 domain | Q9Y2U5 | bead flow cytometry, Alexa488-MEK5 binding to MEKK2 WT; actives lie on both sides | binding response (% of control), % at 10 µM | AID 1531 | 1.1% of 290,000 active; in the data active means binding response below about 67% or above about 130%
# NALP1 inh = NALP1 inhibition | S. cerevisiae NALP1/ASC/caspase-1 growth, X-gal OD620, 72 h | inhibition, % at 10 µM | 0.61% of 280,000 active | AID 2071; in the data active means inhibition mostly above about 24%, no sharp cut-off; inactive means mostly below about 32%; further: some compounds called inactive have numbers as strong as hits
# OXTR agonist = human OXTR agonism | CHO-OTR cells, Fluo-8 calcium fluorescence; normalized: DMSO 0%, oxytocin 100% | activation, % at 3 µM | 0.32% of 320,000 active | P30559;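 active means activation above the mean of all tested compounds plus 3 SD, cutoff set per screening run, cut at about 20% in these data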;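 further: peak over basal fluorescence ratio from a 100 s FLIPR kinetic read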
# Target sequence (P30559 whole entry, looked up): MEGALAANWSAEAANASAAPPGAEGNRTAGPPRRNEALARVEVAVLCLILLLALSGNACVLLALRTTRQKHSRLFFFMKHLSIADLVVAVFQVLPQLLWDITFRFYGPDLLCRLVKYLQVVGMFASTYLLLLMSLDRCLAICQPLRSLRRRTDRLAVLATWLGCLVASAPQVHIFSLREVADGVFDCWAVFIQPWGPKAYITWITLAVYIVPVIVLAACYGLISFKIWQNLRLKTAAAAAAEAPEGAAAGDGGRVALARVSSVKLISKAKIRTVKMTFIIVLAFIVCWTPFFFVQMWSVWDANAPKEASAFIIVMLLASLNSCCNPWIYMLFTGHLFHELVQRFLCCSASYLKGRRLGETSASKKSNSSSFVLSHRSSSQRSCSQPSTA
# * hit, by the source's call; . = not tested or not shown; & = joins results of further samples; [ ] = remark or other dose.
# Below each SMILES – MEKK2 WT-MEK5	MEKK3 PB1 HTS	MEKK2mut PB1 HTS	NALP1 inh	OXTR agonist	FID counter	GPR7 antag	M18AAP inhibitor	PHOSPHO1 inh
CCCCNC(=O)Cn1cnc2c(cnn2-c2ccc(C)c(C)c2)c1=O
    94	98	0	6	-0.4	-3	-6	3	7
O=C1CC(NCc2ccco2)C(=O)N1CCc1ccccc1 (configuration not stated)
    90	78	-9	17	0.8	-7	-10	-5	7
C/C=C(/C)C(=O)Nc1cccc(C2=NOC3(C2)C[C@@H](C(N)=O)N(C(=O)CCCCC)C3)c1 (some centres not stated)
    95	87	-12	-7	1.3	.	.	.	35
Cc1cc(S(N)(=O)=O)c(N)c(S(N)(=O)=O)c1
    95	98	11	-1	0.0	-1	-11	-1	-6
Cc1ccc(N(CC(=O)NCc2ccco2)C(=O)CCC(=O)Nc2ccccn2)c(C)c1
    97	101	-1	17	2.7	-39	-17	6	30
CC1(C)CC(=NOC(=O)c2ccccc2)CC(C)(C)N1
    108	112	6	-3	0.8	3	-4	-3	2
NC(=O)C1CCN(CC(O)CSc2ccccc2)CC1 (configuration not stated)
    90	92	-11	.	0.5	4	10	1	3
Cc1cccc(NC(=O)CCNS(=O)(=O)c2cccc3nsnc23)c1C
    101	105	2	18	1.0	-8	-2	-6	6
Cn1nc(Cc2n[nH]c(=S)n2C)c2ccccc2c1=O
    99	97	-1	.	-0.1	-4	-19	4	32
CCCCNS(=O)(=O)c1ccc(NS(=O)(=O)c2c(C)cc(C)cc2C)cc1
    98	102	-6	9	1.4	-17	1	7	7
NS(=O)(=O)c1ccc(Nc2nc(-c3ccc(F)cc3)cs2)cc1
    113	107	3	-13	-0.1	8	6	6	19
Cc1ccnc(SCC(=O)NC2CC2)n1
    103	96	5	24	-0.7	-10	-14	-1	22
Cc1ccc(C(=O)COC(=O)c2cc(=O)[nH]c3ccccc23)cc1
    95	98	-4	9	-2.3	1	0	-9	32
C=CCC(NCCCO)c1cccc(OC)c1OC (configuration not stated)
    117	110	15	19	0.2	-2	-10	0	10
COc1ccc(NS(=O)(=O)c2cccc(C(=O)NC3CCN(Cc4ccccc4)CC3)c2)cc1
    110	77*[inhibitor]	-4	15	4.2	23	10	-13	25
COc1ccc(CCNC(=O)c2ccc3nc(N4CCCCC4)sc3c2)cc1OC
    104	101	6	6	-0.7	-50	-7	-5	20
COCCNC(=O)C(c1ccc(OC)cc1)N(CCOC)C(=O)CCC(=O)Nc1nccs1 (configuration not stated)
    99	99	-1	20	0.8	-25	4	-14	31
COc1cc(/C=N/NC(=O)c2ccoc2C)cc(OC)c1OC
    97	96	-2	.	1.9	-7	8	-17	.
COC(=O)c1oc2ccc(OC)cc2c1N
    99	98	-3	4	-0.5	5	1	1	2
C/C(=N/OCO/N=C(\C)c1ccccc1F)c1ccccc1F
    98	100	-1	29	-2.1	-6	-12	-3	-2
O=C(c1ccc(Br)s1)N1CCN(c2ccccn2)CC1
    104	105	2	4	-0.3	-19	5	3	-15
Cc1ccc(N(C)S(=O)(=O)c2ccc(C)cc2)cc1
    104	104	12	22	-0.4	-13	-6	-3	10
O=C(CSc1nnc(-c2ccc(F)cc2)c2ccccc12)NCC1CCCO1 (configuration not stated)
    99	103	-5	2	-2.4	-24	-6	1	17
C/C(N)=C(/C#N)C(=O)COC(=O)CNS(=O)(=O)c1c(F)cccc1F
    74	81	-13	19	0.2	6	9	-2	17
O=C(O)CN1C(=O)/C(=C\c2cccc(OCc3ccccc3F)c2)SC1=S
    96	94	-2	11	0.8	15	-9	6	-4
Cc1cccc(NC(=O)c2c(C)nc3ccccn23)c1
    92	110	3	4	-0.9	-2	5	2	3
CCOc1ccc(NC(=O)CCCCn2c(=O)[nH]c3ccsc3c2=O)cc1
    98	90	-2	8	-0.5	-22	-6	-5	20
Cc1[nH]c(C)c(S(=O)(=O)N(C)Cc2ccccc2)c1C(=O)N1CCCCC1
    100	100	0	-14	-1.1	-24	0	-9	24
CCCCS(=O)(=O)N1CCN(S(=O)(=O)c2cccs2)CC1
    102	99	6	9	-0.7	-5	-11	1	51
COC(=O)c1ccc(NC(=O)COc2ccc(S(=O)(=O)NC(C)C)cc2)cc1
    .	.	.	28	6.3	-13	-1	1	14
COc1cccc(CN2CCC(C(=O)Nc3ccc(Oc4cccnc4)cc3)CC2)c1
    111	101	4	16	.	15	-8	8	.
CSc1sc2ccccc2[n+]1CCCS(=O)(=O)[O-]
    104	101	6	10	-0.8	-4	11	-7	89*
COc1ccc(/C=C2/C(=O)ON=C2C)cc1Br
    102	98	-1	-8	-0.3	0	2	4	16
Cc1[nH]nc(N=CC2=C(O)CC(C)(C)CC2=O)c1-c1ccc(Cl)cc1
    93	96	-1	8	-0.8	-5	-11	20	-14
O=C(CSc1nnc(SCc2ccc(Cl)cc2)s1)N1CCN(C(=O)c2ccco2)CC1
    100	100	2	30	0.3	-4	-4	1	18
Cn1c(=O)c2c(SCc3cccnc3)nc(CC(C)(C)C)nc2n(C)c1=O
    110	111	11	-21	-1.5	-30	-15	-17	11
Cc1ccc(S(=O)(=O)N(CC(=O)NC2CC2)c2ccc(C)c(Cl)c2)cc1
    103	96	5	-9	-0.3	-37	-8	7	38
Cc1ccccc1CN(C)C1CCN(C)CC1
    107	105	2	18	0.3	9	-4	-6	19
COc1ccc2c(c1)C(=NO)c1cc(OC)ccc1-2
    107	102	7	.	-2.0	-4	0	-10	54
O=C(O)CC(c1ccc(Cl)cc1)N1C(=O)CCC1=O (configuration not stated)
    101	98	4	-18	0.2	0	-14	-1	9
O=C(CSc1ccc2nnc(-c3ccncc3)n2n1)Nc1ccc2c(c1)OCCO2
    96	99	4	-8	-0.8	0	-10	-7	-7
CC(NC(=O)NC12CC3CC(CC(C3)C1)C2)c1ccc2c(c1)OCO2 (configuration not stated)
    93	99	-1	2	-1.9	-10	-9	-2	47
O=C(NNc1nc(-c2ccccc2)cs1)c1ccc(F)cc1
    104	116	1	-10	-0.4	-1	-9	10	-106
Cc1nn(C)c(=O)n1N(C)c1ncc(C(F)(F)F)cc1Cl
    114	139*	3	-13	0.0	0	-10	1	-12
NS(=O)(=O)c1ccc(CCNc2ncnc3sccc23)cc1
    93	92	0	12	0.4	1	18	-13	34
O=C(CC1SC(=O)N(c2ccccc2)C1=O)Nc1ccc(Cl)cc1 (configuration not stated)
    101	99	-3	-4	0.5	-16	-13	10	36
C=CCn1c(=NC(=O)C2CC2)sc2cc(NC(C)=O)ccc21
    103	100	3	24	-1.5	-12	-10	3	-9
CC1CCN(S(=O)(=O)c2ccc3ccccc3c2)CC1
    93	93	-2	6	-2.2	-19	-16	-9	-38
CCc1ccc(C(C)NC(=O)Cn2cnc3c(=O)n(C)c(=O)n(C)c32)cc1 (configuration not stated)
    93	97	2	-53	10	-16	-5	-2	-7
Cc1cccc(/C=N/n2c(COc3ccccc3)n[nH]c2=S)c1
    101	101	-3	6	.	-40	31	27	10

# Profiles, quoted from the list. Order of values: MEKK2 WT-MEK5 | MEKK3 PB1 HTS | MEKK2mut PB1 HTS | NALP1 inh | OXTR agonist | FID counter | GPR7 antag | M18AAP inhibitor | PHOSPHO1 inh
# O=C(CSc1nnc(SCc2ccc(Cl)cc2)s1)N1CCN(C(=O)c2ccco2)CC1 reads 100 | 100 | 2 | 30 | 0.3 | -4 | -4 | 1 | 18
# Cc1ccc(N(CC(=O)NCc2ccco2)C(=O)CCC(=O)Nc2ccccn2)c(C)c1 reads 97 | 101 | -1 | 17 | 2.7 | -39 | -17 | 6 | 30
# Cc1ccc(C(=O)COC(=O)c2cc(=O)[nH]c3ccccc23)cc1 reads 95 | 98 | -4 | 9 | -2.3 | 1 | 0 | -9 | 32
# O=C(CC1SC(=O)N(c2ccccc2)C1=O)Nc1ccc(Cl)cc1 (configuration not stated) reads 101 | 99 | -3 | -4 | 0.5 | -16 | -13 | 10 | 36
# Cc1[nH]nc(N=CC2=C(O)CC(C)(C)CC2=O)c1-c1ccc(Cl)cc1 reads 93 | 96 | -1 | 8 | -0.8 | -5 | -11 | 20 | -14

# Going on with the list:
# Below each SMILES – MEKK2 WT-MEK5	MEKK3 PB1 HTS	MEKK2mut PB1 HTS	NALP1 inh	OXTR agonist	FID counter	GPR7 antag	M18AAP inhibitor	PHOSPHO1 inh
CCOC(=O)CNC(=O)CN1C(=O)CC(c2ccco2)Sc2ccccc21 (configuration not stated)
    101	102	6	1	0.1	-15	-10	3	29
CCn1cc(C(=O)NCc2ccc(OC)cc2)c(=O)c2ccc(C)nc21
    104	101	1	21	0.5	-15	-1	-15	3
c1csc(-c2nc(NCC3CCCO3)c3ccccc3n2)c1 (configuration not stated)
    100	99	-1	5	1.4	-3	-3	-3	19
COc1cc(C2/C(=C(\O)c3ccc4c(c3)OCCO4)C(=O)C(=O)N2c2nnc(C)s2)cc(OC)c1OC (configuration not stated)
    108	106	11	18	-0.1	-31	-7	-1	12
Cc1ccc(S(=O)(=O)N2C(=O)c3cccc4cccc2c34)cc1
    83	81	-17	4	-0.5	-9	-14	-1	28
Cc1ccc(C(O)(C(=O)NNc2ccc3ccccc3n2)c2ccc(C)cc2)cc1
    86&106	99&107	7&0	-10&-5	0.0&-1.6	3&-5	-11&-3	6&5	-3&-2
COC(=O)c1c(C(=O)OC)c(-c2ccccc2)n2c1CCC2
    99	99	1	2	-1.8	-14	-7	-2	-4
CCOC(=O)C1CCCN(CCC(=O)Nc2cccc(C)c2)C1 (configuration not stated)
    85	95	-13	9	-0.8	11	0	1	12
Cc1onc(-c2ccccc2)c1C(=O)N/N=C/c1ccc(Br)cc1
    93	94	1	10	-0.1	-3	-2	-2	42
CC(=O)/C(N)=N/Nc1cccc(Cl)c1
    16*	96	9	44	1.4	10	-4	-7	-7
COc1ccc(Cl)cc1NC(=S)N(Cc1ccc(C(=O)O)cc1)Cc1ccc(OC)c(OC)c1
    95	100	-4	7	-0.2	-24	-16	7	-4
Fc1cccc2sc(Nc3nnc(-c4ccccc4)o3)nc12
    88	95	-3	-11	1.1	-5	-5	-6	0
Cc1cccc(C(=O)N/C(=C\c2ccco2)C(=O)N2CCCC2)c1
    98	96	-1	19	-1.1	-41	-14	29*	28
COCCOC(=O)c1c(C)oc2ccc(O)c(CN3CCC(C)CC3)c12
    101	97	-1	-5	0.8	2	12	-2	-42
Cc1ccc2c(c1)N(CC(=O)N1CCCC1)C(=O)C(C)O2 (configuration not stated)
    111	109	9	-8	0.9	-3	4	-1	19
CCc1[nH]c(C)c(C(C)=O)c1C
    114	114	7	-1	0.1	0	-3	1	12
COc1ccc(C2CC(=O)n3nc(C45CC6CC(CC(C6)C4)C5)nc3S2)cc1OC (configuration not stated)
    109	103	10	28	0.7	-15	9	4	4
COc1ccc(CN(C)C(=O)c2ccc(NS(=O)(=O)c3ccc(F)cc3)cc2)c(OC)c1
    100	94	1	15	-0.1	-54	22*	7	43
COc1ccc(-n2c(-c3ccccc3)nc(=S)c3c2CCCC3)cc1
    .	.	.	21	-1.0	-18	2	-6	30
CCc1cccc(Nc2c([N+](=O)[O-])cc(C(=O)N3CC(=O)Nc4ccccc43)cc2[N+](=O)[O-])c1
    125	110	32	6	-2.7	-6	-10	1	-9
CN(C(=O)N1CCN(S(=O)(=O)c2ccccc2)CC1)c1ccccc1
    99	99	0	2	-1.2	-19	-11	1	-1
O=C(c1cc2c(cc1Br)OCCCO2)N1CCCCC1
    101	106	-1	24	-0.1	-11	-9	-9	9
CCOC(=O)c1cc(C)n(-n2cnnc2)c1C
    104	100	2	12	0.2	-2	-12	1	-2
Cc1nn(CC(=O)NCc2ccc(-n3cccn3)cc2)c(C)c1[N+](=O)[O-]
    103	101	1	19	-0.9	-1	-1	-1	6

# Compound activity from PubChem BioAssay.
